From PubChem
MCF10A rereplic – DNA re-replication induction in MCF 10a cells; MCF 10A DNA re-replication, Hoechst nuclear intensity, 48 h; Potency, µM (top dose mostly 46.1 µM), without a hit: at the highest dose activity, positive = re-replication, actives largely listed as activators; 350,000 tested, 2.9% active; AID 624296; further: potency means the concentration at half of the fitted maximal effect; % of control where 0% means no effect; nearly all actives have a fitted effect of over 50% in size
IL1B secr inh – blocks inflammasome-driven IL-1 beta release. 360,000 tested, 4.7% active. activity change, % at 57.5 µM. THP-1 LPS/ATP IL-1B secretion, AlphaLISA, 16 h; hits give low values. AID 743279; in the data active means activity change below about -50%; inconclusive means mostly about -30% to -49%; further: on the % scale 0 is the no-effect control and ±100 the full control effect
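Secreted IL-1B measured by AlphaLISA bead assay after 16 h compound exposure of THP-1 cells; compounds (final up to 57.5 uM) added 1 h before LPS (250 ng/mL) and ATP (1.25 mM) stimulation; lower signal means less secretion.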
HepG2 viability – counter-screen for TGF-b inhibitors: cytotoxicity in HepG2 cells; HepG2 CAGA-GFP viability, ATP luminescence, 18 h; Potency, µM (highest dose often 46.1 µM), for the others: at the highest dose activity change, negative = cytotoxicity, most hits filed as cytotoxic; 410,000 tested, 0.76% active; further: potency means the concentration at half of the fitted maximal effect; some results filed as inactive show a strong effect at the top dose
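CellTiter-Glo luminescence gave cytotoxicity after 18 hours at 37 degrees C. The cells were HepG2 CAGA-GFP in 1% FBS DMEM, stimulated with 500 pg/mL TGF-beta after compound addition. %Activity was normalised to no-cell wells (complete cell-killing) and DMSO (no toxicity), and curves were fitted and classified.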
TGFb inhibitor – blocks TGF-b signaling | Potency, µM (top dose mostly 46.1 µM), for the others: at the top dose activity, negative = inhibition, hits mostly inhibitors | 410,000 tested, 1.2% active | HepG2 CAGA-GFP TGF-b/SMAD3 reporter, GFP fluorescence, 18 h; TGF-beta stimulated, 500 pg/mL final; further: potency means the concentration at half of the fitted maximal effect; on the % scale 0 is the no-effect control and ±100 the full control effect; nearly all actives have a fitted effect of over 65% in size
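HEPG2 CAGA-GFP cells (1000/well, DMEM with 1% FBS) were pre-incubated 2 h at 37 degrees C, given compound by pin tool, then stimulated with TGF-beta at 500 pg/mL final for 18 h before per-cell GFP fluorescence imaging.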
S2 tox – cell viability loss in ATXN counter-screen. 400,000 tested, 0.49% active. S2 cells (HEK-293 line with an ATXN2-luciferase reporter) viability, CellTiter-Fluor protease fluorescence, 24 h. Potency, µM (highest dose often 56.7 µM), usual class: cytotoxic; further: potency means the concentration at half of the fitted maximal effect; nearly all actives have a fitted effect of over 40% in size
Nrf2 ARE act – activates Nrf2 signaling; AREc32 ARE-luciferase reporter (MCF7-derived line), luminescence, 24 h; Potency, µM (doses to about 46.1 µM), for inactives: top-dose activation, hits mostly activators; 410,000 tested, 0.31% active; AID 624171; further: potency means the concentration at half of the fitted maximal effect; % of control where 0% means no effect; nearly all actives have a fitted effect of over 65% in size
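AREc32 cells carrying an ARE-driven firefly luciferase, 1000 cells/well in OPTI-MEM with 5% FBS, dosed after overnight attachment and incubated 24 hr at 37 deg C. Steady-Glo luminescence read after 30 min at RT.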
ATXN2 expr inh – inhibitors of ATXN2 expression | HEK-293 ATXN2-luciferase reporter, luminescence, 24 h | Potency, µM (titrated, usually from 57 µM), inactives show at the highest dose activity change, negative = inhibition, most hits filed as inhibitors | 360,000 tested, 0.72% active | AID 1745845; further: potency means the concentration at half of the fitted maximal effect; on the % scale 0 is the no-effect control and ±100 the full control effect; nearly all actives have a fitted effect of over 55% in size
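qHTS (up to 57 uM final) was run with 24 h compound exposure of reporter cells at 37 °C. Each well was multiplexed: SteadyGlo luminescence measured ATXN2-luciferase expression after a fluorogenic Gly-Phe-AFC viability readout (25 uM final).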
A549 tox – A549 cytotoxicity, counter-screen for Nrf2 inhibitors. A549 ARE-Fluc cells, CellTiter-Fluor viability, 18-24 h. Potency, µM (top dose mostly 46 µM), without a hit: top-dose activity change, negative = cytotoxicity, usual class: inhibitors. 390,000 tested, 0.16% active; further: potency means the concentration at half of the fitted maximal effect; on the % scale 0 is the no-effect control and ±100 the full control effect
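Cytotoxicity counterscreen: CellTiter-Fluor fluorescence was measured in A549 ARE_Fluc cells after 18-24 h of compound exposure in a concentration series. The subsequent BugLite luminescent read reports ARE-luciferase activity.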
Nrf2 block – Nrf2 pathway inhibition; A549 ARE-Fluc reporter, luciferase luminescence, 18-24 h; Potency, µM (top dose mostly 46 µM), for inactives: at the top dose activity change, negative = inhibition, actives largely listed as inhibitors; 360,000 tested, 2.1% active; AID 504444; further: potency means the concentration at half of the fitted maximal effect; on the % scale 0 is the no-effect control and ±100 the full control effect; nearly all actives have a fitted effect of over 60% in size
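Two sequential reads on A549 ARE_Fluc cells exposed to compound for 18-24 h: a CellTiter-Fluor fluorescence read for viability, then a luciferase luminescence read for Nrf2/ARE activity.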
Active calls of the source: *; i = inactive; ? = inconclusive; . = no result given; & = joins results of further samples; [ ] = remark or other dose. Unless noted, the call rests on the fitted dose curve; in most records, active means well fitted curve in the direction sought with a large enough effect; inconclusive means small, poorly fitted or top-dose-only effect, or another doubt; inactive means no such curve, though single readings can be large; an effect the other way counts as inactive or inconclusive.

Every second line gives: MCF10A rereplic	IL1B secr inh	HepG2 viability	TGFb inhibitor	S2 tox	Nrf2 ARE act	ATXN2 expr inh	A549 tox	Nrf2 block
CCOc1ccc(NC(=O)/C(=C\c2ccc(OC(C)=O)c(OC)c2)NC(C)=O)cc1
→ -1%	9	30%	32%	i	-1.1%	0%	1%	7%
NS(=O)(=O)c1ccc(CCNS(=O)(=O)c2cccc3cccnc23)cc1
→ -7%	8	1%	0%	i	-0.4%	16%	-1%	6%
Cc1cc(Br)ccc1NC(=O)C(Cc1ccccc1)NS(=O)(=O)c1ccc(Br)s1 (stereo not given)
→ .	.	-41%	-26%	i	5.5%	-16%	-10%	?
CCOC(=O)[C@]12CCC=C1N(Cc1ccc3c(c1)OCO3)C(=O)[C@H](CC(=O)NCCCCc1ccccc1)C2
→ .	-69*	.	.	?	4.4%	?	.	.
Cc1ccc(C(CC(=O)O)NC(=O)c2ccc(S(=O)(=O)N3CC(C)OC(C)C3)cc2)cc1 (stereo not given)
→ -16%	32	-2%	-12%	i	0.3%	?	1%	-4%
Cc1cnc(CNC(=O)c2csc(COCCO)n2)cn1
→ .	26	1%	29%	i	0.2%[9.22 µM]	15%	.	.
COc1ccc(-n2ncc(C(=O)N3CCN(C(=O)c4ccco4)CC3)c2C2CCN(C(=O)OC(C)(C)C)CC2)cc1
→ .	.	-1%	0%	.	-0.4%	.	-1%	?
COc1ccc(Cl)cc1NC(=O)Cn1c(=O)c2ccccc2n2nncc12
→ .	.	0%	-2%	i	15%	1%	0%	-1%
Cc1oc(-c2ccccc2F)nc1Cn1c(SCc2cccc(C(F)(F)F)c2)nc2ccncc21
→ .	.	-65%	?	?	-1.1%	-32%	-10%	-27%
Cc1sc2nc(CN3CCOCC3)nc(NS(=O)(=O)c3ccc4c(c3)OCCO4)c2c1C
→ 3%	15	-3%	-7%	i	-0.2%	1%	-20%	-12%
COc1ccc2[nH]cc(CCNS(=O)(=O)c3ccc(NC(C)=O)cc3)c2c1
→ -1%	8	0%	8%	i	0.0%	2%	0%	15%
Cc1ccccc1N(CC(=O)NC1CCCC1)C(=O)c1oc(C(C)(C)C)cc1C
→ ?	?	-39%	-5%	i	-0.2%	-36%	-10%	?
CCN1CCN(C(=O)/C=C/c2ccccc2[N+](=O)[O-])CC1
→ 8%	25	4%	3%	i	0.3%	-1%	2%	1%
Cc1ccc(OCCCC(=O)Nc2ccccc2C(F)(F)F)cc1
→ -30%	0	-23%	-1%	i	0.4%	-20%	2%	-21%
Cc1cc(C)cc(NC(=O)CSc2nc(N)c(NC(=O)c3ccc(Br)o3)c(=O)[nH]2)c1
→ 9%	i	-20%	17%	i	0.2%	2%	3%	2%
O=C(CCN=C1NS(=O)(=O)c2ccccc21)OCC(=O)c1ccccc1Cl
→ 2%	-7	1%	-5%	i	0.2%	10%	2%	20%
CCOc1ccc(NC(=O)CSc2nc(-c3ccc(OC)cc3)nc3c2Cc2c(CO)cnc(C)c2O3)cc1
→ .	.	-8%	-2%	.	0.3%	.	14%	?
Cc1ccc(NC(=O)c2cnn(C)c2)cc1[N+](=O)[O-]
→ 10%	-3	21%	26%	i	-0.9%	9%	2%	4%
CCCC(=O)O[C@H]1C[C@@H](C)N(C(=O)c2ccccc2)c2ccc(C)cc21
→ ?	-4	-34%	?	i	-1.1%	-18%	14%	.
CC1(C(=O)Nc2ccc3c(c2)OCO3)CCN1C(=O)Cc1ccc(-c2ccccc2)cc1 (stereo not given)
→ .	-28	-21%	-7%	i	0.3%	?	.	.
O=C(Nc1nc2n(n1)C(c1ccc(F)cc1)CC(c1ccccc1)N2)c1ccco1 (stereo not given)
→ -3%	0	-35%	0%	i	-0.6%	-28%	-3%	2%
CCc1ccc(C2CC(=O)N(c3ccc(F)cc3)C3=C2C(=O)OC3)cc1 (stereo not given)
→ -12%	-1	1%	-4%	i	0.0%	4%	1%	0%
CC(CCc1ccco1)NC(=O)CCc1nnc2ccc(NCc3ccccc3Cl)nn12 (stereo not given)
→ 11%	-3	-8%	-8%	i	-0.8%	.	1%	2%
CCn1cc(C(=O)NCc2ccc3c(c2)OCO3)c(=O)c2cc(S(=O)(=O)N(C)C)ccc21
→ 0%&-46%	-21	-26%	-1%	i	-0.4%	-7%	3%	2%
CC(C)c1ccc(C2C3=C(COC3=O)Nc3cc4c(cc32)OCO4)cc1 (stereo not given)
→ ?	14	-13%	?	?	0.7%	-20%	?	-13%
O=C(NCC(c1ccco1)N1CCCC1)c1cc(S(=O)(=O)N2CCCCC2)ccc1Cl (stereo not given)
→ -4%	6	-1%	9%	i	1.6%	.	10%	-1%
CCOC(=O)C(C)Oc1ccc(NC(=O)C(Cl)(Cl)Cl)cc1 (stereo not given)
→ -4%	4	-30%	17%	i	-0.2%	-14%	3%	2%
COc1ccc(CCNC(=O)C2CCN(S(=O)(=O)N3CCCCCC3)CC2)cc1OC
→ 0%	35	9%	-12%	i	-1.2%	-4%	-6%	7%
CCOC(=O)c1c(C)nc2c(c1-c1ccccc1)C(=O)c1ccccc1-2
→ ?	-54*	-8%	-18%	i	-0.7%	-5%	-19%	13µM*
CCOc1ccc(-c2nn(-c3ccccc3)cc2C2NC(=O)NC(C)=C2C(=O)OC(C)C)cc1 (stereo not given)
→ .	.	-5%	?	i	-0.1%	?	?	?
O=C(CCc1ccc(S(=O)(=O)N2CCOCC2)cc1)Nc1ccc2c(c1)OCCO2
→ 11%	6	23%	-15%	i	0.2%	.	7%	7%
CC(C)(OC1OC(CO)C(O)C(O)C1O)[C@H]1Oc2ccc3ccc(=O)oc3c2[C@H]1O (stereo not given in full)
→ -1%	18	-10%	19%	i	-0.5%	6%	-2%	12%
CCOC(=O)C1CCN(C(=O)COC(=O)c2cccc(NS(=O)(=O)c3ccccc3)c2)CC1
→ -3%	-7	1%	-11%	i	-0.1%	5%	0%	-3%
Cc1ccc(Cn2c(=O)c3ccccc3n3c(-c4ccccc4)nnc23)cc1
→ .	.	-5%	1%	?	-1.0%	1%	0%	-6%
CCCCC[C@@H](/C=C/C1C(=O)C=C[C@H]1C/C=C\CCCC(=O)O)OC(C)=O (stereo not given in full)
→ ?	-77*	-21%	?	?	?	?	-1%	-9%
O=C(Cc1ccc(F)cc1)N1CCC(CC2CC(c3ccc(Cl)cc3)=NO2)(C(=O)NCC2CCCCC2)CC1 (stereo not given)
→ 18%	-55*	2%	-18%	?	-0.2%	?	-23%	-7%
O=C(CSc1nnc(-c2ccccc2)o1)Nc1ccccc1F
→ 0%	?	-68%	2%	i	-3.9%	?	10%	?
COc1cc(C2C(C(=O)c3sc(C)nc3C)=C(O)C(=O)N2CCN(C)C)cc(OC)c1OC (stereo not given)
→ 1%	7	0%	8%	i	-0.8%	-6%	0%	.
CC1(C)CC(=O)C=C(c2n[nH]nc2-c2ccccc2)C1
→ .	15	-11%	-1%	i	0.5%	-14%	.	.
CC(C)OCCCn1c(=S)[nH]c2ccc(N3CCOCC3)cc2c1=O
→ 11%	12	0%	-10%	i	-0.3%	-12%	-8%	?
CCOC(=O)c1ccc(NC(=O)CN2C(=O)NC3(CCC(C)CC3)C2=O)cc1 (stereo not given)
→ 2%	-5	6%	1%	i	-0.1%	-14%	-6%	?
Cc1ccc(NC2CCCN(C(=O)C3CCCCC3)C2)cc1C (stereo not given)
→ 10%	8	-10%	-22%	i	0.3%	?	8%	-26%
O=C(CSc1ccccn1)N1CCN(c2ncc(C(F)(F)F)cc2Cl)CC1
→ 0%	-8	-19%	4%	.	0.0%	-19%	0%	?
O=C(CN1C(=O)/C(=C/c2ccccc2Cl)SC1=S)NC1CCS(=O)(=O)C1 (stereo not given)
→ -4%	-8	-2%	-10%	i	4.8%	.	11%	9%
CC(=O)Oc1cccc(C(=O)Nc2ccc3c(c2)C(=O)N(CC2CCCO2)C3=O)c1 (stereo not given)
→ 0%	-15	-13%	-3%	i	1.3%	9%	0%	15%
Cc1cccc(N(C(=O)c2snc(C(N)=O)c2N)C(C(=O)NCC2CCCO2)c2ccc(N(C)C)cc2)c1C (stereo not given)
→ -2%	7	3%	12%	i	-1.0%	0%	-4%	0%
Cc1noc(C(=O)N2CCN(c3ccc(F)cc3)CC2)c1Cl
→ -1%	14	4%	-22%	i	0.0%	-4%	-10%	?
CC(C(=O)Nc1cccnc1)N1C(=O)C2C3C=CC(C3)C2C1=O (stereo not given)
→ 0%	9	-1%	-12%	i	-0.2%	-4%	0%	7%
Cc1ccc(S(=O)(=O)NN=C2C(=O)C3CCC2C3Cl)cc1 (stereo not given)
→ 1%	16	1%	12%	i	0.0%	-5%	0%	0%
COc1ccc(/C=C/c2ccc3c(Br)ccc(O)c3n2)cc1
→ 23µM*	103	-19%	-9%	i	2.7%	26%	-8%	-5%
CC1(C(=O)NC2CCCCCCC2)CCC(=O)N1Cc1cccnc1 (stereo not given)
→ 3%	-7	-2%	-18%	?	-0.5%	3%	6%[1.84 µM]	1%

Ordered by count of non-hydrogen atoms (falling): three of the compounds above
Every second line gives: MCF10A rereplic	IL1B secr inh	HepG2 viability	TGFb inhibitor	S2 tox	Nrf2 ARE act	ATXN2 expr inh	A549 tox	Nrf2 block
COc1cc(C2C(C(=O)c3sc(C)nc3C)=C(O)C(=O)N2CCN(C)C)cc(OC)c1OC (stereo not given)
→ 1%	7	0%	8%	i	-0.8%	-6%	0%	.
Cc1noc(C(=O)N2CCN(c3ccc(F)cc3)CC2)c1Cl
→ -1%	14	4%	-22%	i	0.0%	-4%	-10%	?
Cc1ccc(S(=O)(=O)NN=C2C(=O)C3CCC2C3Cl)cc1 (stereo not given)
→ 1%	16	1%	12%	i	0.0%	-5%	0%	0%
